AID2073 = disruptors of CaV2.2 binding to Mint1 – biochemical, HTRF (AID 2073); one-dose inhibition, % at 20 µM; IC50 in µM for titrated hits; HTRF protein-protein interaction, Mint1-CaV2.2; higher % means a stronger effect; 0.19% of 290,000 active; in the data active means inhibition mostly above about 51%, no sharp cut-off; inconclusive means no clear call, values can overlap the other calls; inactive means mostly below about 53%; further: some results filed as inactive read as strong as hits
Rac1 GTP hydrolysis = MgcRacGAP GTPase-activating activity inhibitors, confirmation, biochemical, ADP Hunter fluorescence. inhibition, % at 30 µM; hits with a dose series show IC50 in µM. MgcRacGAP-stimulated Rac1 GTP hydrolysis, ADP Hunter fluorescence; higher % means a stronger effect; GST-tagged Rac1 F28L mutant substrate. 0.6% of 340,000 active. AID 624330;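 active means first-screen hits whose inhibition reached a set limit at any dose in the follow-up dose series; inconclusive means inhibition above the set first-screen limit but never retested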;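 further: fluorescence reports GDP produced by GAP-driven GTP hydrolysis; strong numbers were not always called active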
XIAP displacement = XIAP antagonists, biochemical, IAP family, fluorescence polarization (AID 1018) | 0.007% of 200,000 active | XIAP BIR domain, fluorescence polarization peptide displacement; higher % means a stronger effect | displacement, % at 20 µM, or IC50 in µM where a hit was titrated; in the data active means displacement above about 50%; further: a part of the inactive calls stands beside numbers as strong as those of hits
NS5 inhibitors = flavivirus cap methylation enzyme inhibition – biochemical, confirmation dose response, primary screen (AID 588689). Dengue-2 NS5 methyltransferase capping enzyme assay, biochemical; higher % means a stronger effect. inhibition, % at 25 µM; hits with a dose series show IC50 in µM. 0.3% of 340,000 active; in the data active means a potency from the dose series; inconclusive means inhibition above about 29% without an active follow-up result
HIV fusion peptide = inhibitors of HIV fusion peptide binding, primary screen, biochemical, uHTS, fluorescence dequenching (AID 1986); cell-free peptide binding, fluorescence dequenching, 30 min; higher % means a stronger effect; 0.3% of 290,000 active; one-dose inhibition, % at 20 µM; IC50 in µM for titrated hits; in the data active means inhibition mostly above about 52%, no sharp cut-off; inactive means mostly below about 76%; further: some results filed as inactive read as strong as hits
Large T inhibition = TAg ATPase/helicase activity blockers – biochemical (AID 1903); SV40 large T antigen ATPase/helicase inhibition assay; higher % means a stronger effect; one-dose inhibition, % at 20 µM; IC50 in µM for titrated hits; 0.39% of 310,000 active; in the data active means a potency from the dose series; inconclusive means inhibition mostly from about 32% at the one dose, without a potency; inactive means the rest, 99 in 100 with inhibition below about 32%; further: strong numbers were not always called active
LYP inhibition = inhibitors of LYP phosphatase, biochemical, fluorescence intensity, uHTS (AID 1779); recombinant LYP phosphatase, fluorescence intensity; higher % means a stronger effect; one-dose inhibition, % at 11.5 µM; IC50 in µM for titrated hits; 0.054% of 290,000 active; in the data active means inhibition above about 50%;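 further: plate controls were vehicle with enzyme for no effect and no enzyme for full effect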
SIAH1 antagonists = blockers of Siah-1 interaction with plectin peptide – biochemical, fluorescence polarization, rhodamine-plectin, uHTS, primary screen (AID 1817); 0.02% of 290,000 active; Siah-1 / rhodamine-plectin peptide fluorescence polarization; higher % means a stronger effect; one-dose displacement, % at 20 µM; IC50 in µM for titrated hits;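 active means displacement of at least 50% at 20 µM, with a fluorescence ratio check between 0.3 and a set limit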;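 further: plate controls were Siah plus tracer with DMSO for no effect and tracer alone without Siah for full effect; strong numbers were not always called active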
RSV CPE inhibition = inhibition of RSV-induced cytopathic effect – HEp-2 cells, primary 10 µM value included (AID 2391). HEp-2 cells, RSV-induced CPE inhibition; higher % means a stronger effect. one-dose CPE inhibition, % at 10 µM; IC50 in µM for titrated hits. 0.13% of 310,000 active; in the data active means a potency from the dose series; inconclusive means CPE inhibition mostly from about 23% at the one dose, without a potency; inactive means the rest, 99 in 100 with CPE inhibition below about 21%; further: strong numbers were not always called active
NS5 inhibitors pilot replicate = also measured in NS5 inhibitors; calls as there; inhibition, %; measured here: pilot screen replicate inhibition
* marks the source's active call; other numbers are inactive results; u = inconclusive; x = no result given; & = joins results of further samples.

SMILES	AID2073	Rac1 GTP hydrolysis	XIAP displacement	NS5 inhibitors	HIV fusion peptide	Large T inhibition	LYP inhibition	SIAH1 antagonists	RSV CPE inhibition	others
O=C(OC1CCOC1=O)c1cccc(S(=O)(=O)Nc2ccc(F)cc2)c1 (stereo not drawn)	1%	10%	-2.7%	-2%	6.3%	8%	-3%	2%	2.7%
Cc1ccc(C(=O)N/N=C\c2sccc2C)cn1	-4%	10%	2.8%	-5%	-1.8%	-3%	2%	6%	-0.3%
CCN(CCNC(=O)CC1Oc2ccccc2NC1=O)c1ccccc1 (stereo not drawn)	-11%	5%	-3.9%	-3%	-2.5%	-2%	-8%	1%	2.5%
Cn1ccc(C(=O)Nc2ccc(Br)cc2Br)n1	3%	5%	-0.2%	4%	-3.5%	3%	-8%	-7%	5.9%
CCOc1ccc(CN2CCC(C(=O)N3CCN(c4ccccc4F)CC3)CC2)cc1OC	-9%	24%	-3.6%	-6%	2.2%	4%	0%	5%	-0.3%
COc1cccc(Nc2nc3ccccc3n2C(C)C)c1	4%	6%	-5.2%	1%	-1.0%	10%	2%	-4%	2.3%
CCN1CCN(c2nc3c(C)cccn3c(=O)c2/C=C(\C#N)S(=O)(=O)c2ccc(C)cc2)CC1	1%	5%	-2.5%	-12%	2.9%	-1%	-5%	7%	0.1%
Cn1c(=Nc2ccccc2)sc2ccccc21	-4%	4%	-5.9%	-6%	-1.6%	-5%	2%	2%	1.2%
Nc1nccnc1C(=O)OCC(=O)Nc1ccc2[nH]c(=O)[nH]c2c1	x	6%	x	-1%	x	14%	x	x	0.8%
COc1ccc(S(=O)(=O)N2CCC(C(=O)NCc3cccnc3)CC2)cc1C	8%	0%	x	0%	-0.3%	2%	-3%	1%	0.2%
COc1ccccc1OCC(=O)NNC(=S)NC(=O)c1ccco1	-24%	17%	-4.9%	-5%	-0.7%	u	-8%	-4%	-1.2%
CCOC(=O)C1=C(CCc2ccccc2)NC(=O)NC1c1cccc([N+](=O)[O-])c1 (stereo not drawn)	13%	-2%	x	-3%	-2.4%	10%	-4%	-6%	12%
CN1C(=O)/C(=C/c2ccco2)SC1=Nc1ccc(N2CCOCC2)cc1	27%	5%	-8.2%	0%	16%	8%	4%	-5%	3.0%
Cc1cc(NC2CCCCC2)nc(N2CCOCC2)n1	0%	-8%	-0.3%	-1%	-2.7%	2%	-4%	7%	-1.4%
Cc1c(C(=O)OCC(=O)Nc2ccc(C(=O)N(C)C)cc2)oc2ccccc12	3%	8%	x	-2%	2.0%	8%	-9%	-8%	1.5%
CCC(O)CNc1nc(-n2nc(C)cc2C)nc2sc3c(c12)CC(C)(C)OC3 (stereo not drawn)	-3%	0%	0.1%	0%	0.4%	27%	1%	2%	2.9%
CN(C1CCCCC1)S(=O)(=O)c1ccc(C(=O)O)cc1	5%	11%	-3.8%	-3%	-2.2%	-8%	-4%	-4%	0.7%
CCO[C@H]1OC(C(=O)N2CCN(Cc3ccc4c(c3)OCO4)CC2)=C[C@@H](C(C)(C)C)[C@@H]1CCCO	-18%	8%	1.9%	-11%	0.5%	6%	-6%	6%	-2.9%
CCCCN(CC)C(=O)C1CCC(CNS(=O)(=O)c2cccc3nsnc23)CC1 (stereo not drawn)	-3%	7%	x	-4%	-0.9%	3%	-2%	0%	3.8%
c1ccc(CCn2nnnc2CN2CCN(C3CCCC3)CC2)cc1	-3%	6%	-11%	-10%	0.6%	0%	-2%	2%	-1.2%
CCOc1ccc(NC(=O)CSc2ccc(-c3cccnc3)nn2)cc1	10%	3%	x	3%	2.4%	27%	-6%	-1%	7.4%
CCN(CC)CCCN1C=C2C(=O)C(C)(OC(=O)C3CCCC3)C(=O)C(c3ccccc3)=C2C=C1CCCC(=O)OC (stereo not drawn)	9%	14%	x	11%	12%	8%	4%	1%	-0.6%
O=C(CN1CCC(n2nnc3ccccc32)CC1)NCc1cccs1	-5%	5%	-3.4%	1%	0.7%	14%	-13%	0%	2.0%
Cc1ccc(C(=O)NCC2CCCO2)cc1S(=O)(=O)N1CCCCC1 (stereo not drawn)	-2%	3%	x	3%	-0.1%	23%	-6%	4%	0.7%
CCC(=O)Nc1cc(C(=O)OCC(=O)c2ccccc2Cl)ccc1C	-3%	5%	-3.5%	-3%	-3.1%	7%	-12%	0%	3.9%	NS5 inhibitors pilot replicate=3.3
c1ccc(CN2CCC(Nc3ncnc4sccc34)CC2)cc1	11%	3%	-4.2%	-4%	2.0%	27%	-4%	9%	15%
CCOC(=O)N1CCC(NC(=O)C2CCCN(C(=O)c3cc4sccc4n3C)C2)CC1 (stereo not drawn)	-6%	1%	0.0%	-1%	1.8%	1%&13%	-1%	3%	1.5%
CCCNc1ncccc1C(N)=O	0%	10%	-6.1%	2%	20%	2%	-10%	5%	5.7%
CC(=O)Nc1ccc(S(=O)(=O)NC(CC(=O)O)c2ccc(C)cc2)cc1 (stereo not drawn)	4%	-10%	x	-7%	-0.3%	23%	-9%	15%	-1.1%
CCOC(=O)c1cc2c(N)c(C(=O)c3ccc(Br)cc3)sc2[nH]c1=O	36%	1%	-5.0%	9%	46%	14%	4%	0%	19%

2 records picked at random from the list so far, as already listed:
SMILES	AID2073	Rac1 GTP hydrolysis	XIAP displacement	NS5 inhibitors	HIV fusion peptide	Large T inhibition	LYP inhibition	SIAH1 antagonists	RSV CPE inhibition	others
CN(C1CCCCC1)S(=O)(=O)c1ccc(C(=O)O)cc1	5%	11%	-3.8%	-3%	-2.2%	-8%	-4%	-4%	0.7%
CC(=O)Nc1ccc(S(=O)(=O)NC(CC(=O)O)c2ccc(C)cc2)cc1 (stereo not drawn)	4%	-10%	x	-7%	-0.3%	23%	-9%	15%	-1.1%

(further entries)
SMILES	AID2073	Rac1 GTP hydrolysis	XIAP displacement	NS5 inhibitors	HIV fusion peptide	Large T inhibition	LYP inhibition	SIAH1 antagonists	RSV CPE inhibition	others
CC(=O)c1c(OCC(=O)O)ccc2c(C)cc(=O)oc12	3%	0%	0.2%	-2%	0.5%	-2%	3%	1%	0.7%
Cc1cc(=S)[nH]c2c(C)cccc12	-52%	11%	-3.9%	-12%	0.6%	17%	-5%	2%	2.3%
O=C(c1ccccn1)N1CCN(S(=O)(=O)c2ccc3ccccc3c2)CC1	-1%	8%	1.4%	-8%	-0.1%	7%	-3%	-1%	6.6%
COc1ccc(C(=O)N2CCN(CCc3ccccc3)CC2)cc1[N+](=O)[O-]	4%	-1%	x	-2%	0.1%	2%	-10%	5%	7.5%
c1csc(-c2nnc(NC3CCCCC3)c3ccccc23)c1	-2%	8%	85%	3%	-2.0%	8%	4%	8%	17%
CC1Nc2ncnc(N3CCc4ccccc4C3)c2N(Cc2ccc(Br)cc2)C1=O (stereo not drawn)	x	12%	x	-20%	x	8%	x	x	2.9%
O=C1CC(c2ccccc2)Cc2nc(N3CCc4ccccc4C3)ncc21 (stereo not drawn)	-6%	10%	-5.9%	-3%	4.1%	6%	17%	-1%	u
COC(=O)C1=CN(C2CC2)C=C(C(=O)OC)C1c1ccc(C(=O)OC)cc1	17%	-4%	-2.3%	-2%	1.2%	10%	0%	-3%	-0.7%
COc1cc(C(=O)NC(=S)Nc2ccc3[nH]c(=O)[nH]c3c2)cc(OC)c1OC	1%	9%	x	-13%	-0.9%	9%	2%	2%	3.3%
Cc1cnc(C(=O)OCC(=O)Nc2cc(-c3cc(C)c(C)cc3C)nn2-c2ccccc2)cn1	x	5%	x	-9%	x	9%	x	x	5.1%
CC(=O)c1cccc(NC(=O)CN2C=NS(=O)(=O)c3ccc(C)cc32)c1	1%	9%	x	-11%	2.2%	10%	-7%	7%	2.2%
CCc1c(C)nc2cc(-c3cccc(Br)c3)[nH]n2c1=O	10%	11%	x	2%	0.7%	0%	-8%	5%	4.3%
Cc1sc(NC(=O)CN(Cc2ccccc2)C(=O)C(C)C)c(C(N)=O)c1C	-12%	15%	-1.1%	-5%	1.6%	4%	-6%	0%	0.2%
Nn1c(-c2ccco2)n[nH]c1=S	7%	30%	-3.8%	1%	1.1%	18%	-4%	2%	0.3%
O=C(NC(=S)N1CCOCC1)c1ccc(F)cc1	-14%	-4%	x	-2%	2.0%	5%	-8%	2%	1.6%
BrC(/C=N/N1CCN(Cc2ccccc2)CC1)=C/c1ccccc1	-21%	1%	x	-11%	-0.1%	21%	-12%	6%	6.5%
Cc1ccc(-c2nc(COC(=O)c3c(C)noc3C)cs2)cc1	3%	-2%	-5.0%	-5%	-3.3%	0%	-8%	2%	-1.8%
O=C(c1cccc(-n2cccc2)c1)N1CCN(S(=O)(=O)c2ccc(F)cc2)CC1	55%	-1%	x	0%	0.2%	2%	-4%	6%	0.9%
O=C(NC(=S)Nc1cc(C(F)(F)F)ccc1N1CCOCC1)c1ccco1	-20%	x	x	x	-1.1%	9%	-3%	0%	7.2%
CSCC[C@H](NC(=O)OC(C)(C)C)C(=O)N1CCC(C(=O)N[C@@H](C)C(=O)NC(C)c2ccccc2)CC1 (stereo partly drawn)	5%	-1%	x	-8%	0.2%	18%	-8%	-10%	x
COc1ccc(OC)c(C2C3=C(N=C4SCC(=O)N42)c2ccccc2CC3)c1 (stereo not drawn)	-11%	7%	0.0%	-3%	-2.0%	0%	-2%	-2%	0.7%
C=CCn1c(=O)c2ccccc2n2c(SCC(=O)NCC)nnc12	-2%	x	x	-5%	-0.4%	3%	-6%	0%	0.9%

Among those listed so far, these contain a nitro group on carbon:
SMILES	AID2073	Rac1 GTP hydrolysis	XIAP displacement	NS5 inhibitors	HIV fusion peptide	Large T inhibition	LYP inhibition	SIAH1 antagonists	RSV CPE inhibition	others
CCOC(=O)C1=C(CCc2ccccc2)NC(=O)NC1c1cccc([N+](=O)[O-])c1 (stereo not drawn)	13%	-2%	x	-3%	-2.4%	10%	-4%	-6%	12%
COc1ccc(C(=O)N2CCN(CCc3ccccc3)CC2)cc1[N+](=O)[O-]	4%	-1%	x	-2%	0.1%	2%	-10%	5%	7.5%

Molecules shown so far that contain a tert-butyl group (two):
SMILES	AID2073	Rac1 GTP hydrolysis	XIAP displacement	NS5 inhibitors	HIV fusion peptide	Large T inhibition	LYP inhibition	SIAH1 antagonists	RSV CPE inhibition	others
CCO[C@H]1OC(C(=O)N2CCN(Cc3ccc4c(c3)OCO4)CC2)=C[C@@H](C(C)(C)C)[C@@H]1CCCO	-18%	8%	1.9%	-11%	0.5%	6%	-6%	6%	-2.9%
CSCC[C@H](NC(=O)OC(C)(C)C)C(=O)N1CCC(C(=O)N[C@@H](C)C(=O)NC(C)c2ccccc2)CC1 (stereo partly drawn)	5%	-1%	x	-8%	0.2%	18%	-8%	-10%	x
